GPR151 activ: activators of human GPR151; Q8TDV0; PathHunter beta-arrestin GPR151 cells, luminescence; activation, % at 11.2 µM; 650,000 compounds, 1% hits; in the data active means activation above about 4.9%;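 further: 0% = median of compound wells and 100% = cells with positive control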
Target sequence (Q8TDV0 whole entry, looked up): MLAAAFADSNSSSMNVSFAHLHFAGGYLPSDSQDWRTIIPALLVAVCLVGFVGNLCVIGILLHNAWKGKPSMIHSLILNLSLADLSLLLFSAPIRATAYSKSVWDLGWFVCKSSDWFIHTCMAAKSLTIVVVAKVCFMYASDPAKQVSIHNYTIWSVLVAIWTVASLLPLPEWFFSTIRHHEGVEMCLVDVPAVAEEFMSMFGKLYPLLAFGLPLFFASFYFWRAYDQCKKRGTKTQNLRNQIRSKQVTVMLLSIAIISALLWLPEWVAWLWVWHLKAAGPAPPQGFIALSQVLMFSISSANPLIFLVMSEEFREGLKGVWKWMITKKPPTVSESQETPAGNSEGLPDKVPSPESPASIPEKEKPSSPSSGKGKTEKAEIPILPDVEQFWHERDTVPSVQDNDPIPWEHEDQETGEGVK
MITF inh: inhibitors of human MITF. O75030. inhibition, % at 2.6 µM. AlphaScreen MITF homodimerization, bead proximity signal. 650,000 compounds, 0.91% hits; in the data active means inhibition above about 50%;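 further: 0% = vehicle wells with protein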
Target sequence (O75030 whole entry, looked up): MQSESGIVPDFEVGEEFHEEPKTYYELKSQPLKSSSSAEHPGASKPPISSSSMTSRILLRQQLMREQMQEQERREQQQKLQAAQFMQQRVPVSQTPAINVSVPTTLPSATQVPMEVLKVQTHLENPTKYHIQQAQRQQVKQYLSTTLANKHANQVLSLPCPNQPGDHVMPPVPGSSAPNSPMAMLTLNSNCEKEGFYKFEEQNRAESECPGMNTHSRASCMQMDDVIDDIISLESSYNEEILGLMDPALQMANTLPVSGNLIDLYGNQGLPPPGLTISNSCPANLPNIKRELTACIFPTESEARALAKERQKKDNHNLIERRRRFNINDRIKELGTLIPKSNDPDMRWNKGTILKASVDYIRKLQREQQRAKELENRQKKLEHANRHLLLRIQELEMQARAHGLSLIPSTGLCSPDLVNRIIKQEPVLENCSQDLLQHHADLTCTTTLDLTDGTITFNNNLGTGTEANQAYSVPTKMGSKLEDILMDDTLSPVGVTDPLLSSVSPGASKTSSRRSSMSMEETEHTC
FBW7 activator: human FBW7 E3 ligase activation, primary screen; Q969H0; AID 1259310; normalized activity (activation), % at 26.1 µM; 650,000 compounds, 0.13% hits; AlphaScreen FBW7–phospho-cyclin E peptide binding, activator screen; in the data active means normalized activity above about 1.9%;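 further: purified mutant Fbw7 with reduced substrate affinity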
TEAD-YAP inh: TEAD-YAP interaction inhibition; inhibition, % at 9.12 µM; AID 1259422; 640,000 compounds, 1.4% hits; HEK-TIYL cells, TEAD-Gal4/YAP UAS-luciferase luminescence; in the data active means inhibition above about 32%;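 further: 0% = median of test compound wells and 100% = reference inhibitor wells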
Active calls of the source: *. Not a hit list. About 3.4% of those tested had a hit in this group.

SMILES	GPR151 activ	MITF inh	FBW7 activator	TEAD-YAP inh
CCC(C)N1CCN(S(=O)(=O)c2ccccc2)CC1 (centres undefined)	1.0	40	-0.2	3
Cc1ccc(-c2nc(NC(=O)CSc3n[nH]c(N)n3)ns2)cc1	0.7	5	0.0	5
O=C(NCCCn1ccnc1)/C(=C/c1ccc(F)cc1)NC(=O)c1ccccc1	-0.7	3	0.0	-3
CCOC(=O)C1CCN(Cc2ccc(N(C)C)cc2)CC1	-0.4	17	0.0	6
Cc1ccc(OC(=O)c2ccc(C)c(C)c2)cn1	-0.6	-15	-0.2	0
Cc1cc(NC(=O)CSc2ncc(-c3ccccc3)[nH]2)no1	-0.7	7	0.2	-2
CN1CCN(Cn2c(=S)oc3ccccc32)CC1	-0.1	10	0.0	9
COc1ccccc1NC(=O)c1cc(F)ccc1[N+](=O)[O-]	-1.0	10	0.1	18
CCOC(=O)c1c(NC(=O)C(C)Sc2nnc(CNC(=O)c3ccc(C)c([N+](=O)[O-])c3)n2-c2ccc(F)cc2)sc2c1CCC2 (centres undefined)	-0.5	-3	-0.2	-3
Cc1c(C(=O)N2CCC(C)CC2)oc2ccc(S(=O)(=O)N3CCCC3)cc12	-0.2	0	0.1	-2
CCSc1nc2ccc(I)cc2c(=O)n1CC	0.4	10	0.4	-14
COc1ccccc1N1CCN(C(CNC(=O)c2cccc(Cl)c2)c2cccnc2)CC1 (centres undefined)	2.3	-1	-0.1	6
CN1C(=O)NC(NC(=O)c2ccc(F)cc2)(C(F)(F)F)C1=O (centres undefined)	-0.4	7	0.2	0
O=C(O)CCCCCNc1nc2ncn(Cc3ccccc3)c2c(=O)[nH]1	-0.7	3	-0.3	2
CCCCCCc1cc2c(-c3ccccc3)cc(=O)oc2cc1OCC(=O)C(C)(C)C	-0.8	-12	0.2	-2
CCc1ccccc1Nc1nc2ccccc2[nH]1	0.7	5	0.0	11
COc1ccc(-c2cc(C(=O)Oc3ccc(C)c(C)c3)c3ccccc3n2)cc1	1.4	-20	-0.1	3
CCS(=O)(=O)N1CCN=C1SCc1cccc([N+](=O)[O-])c1	0.4	34	0.0	6
CC(C)S(=O)(=O)c1csc(C(=O)O)c1	0.8	15	1.2	-4
COC(=O)c1cccc(C(=O)Oc2ccc(F)cc2)n1	-0.5	7	0.1	1
COc1ccc(-c2[nH]nc3c2C(c2cc(OC)c(OC(=O)N4CCOCC4)c(OC)c2)C(C#N)=C(N)O3)cc1 (centres undefined)	-0.3	12	0.1	11
Cc1c(NS(=O)(=O)c2ccccc2)cc(C(C)C)c(O)c1Br	-0.5	-5	0.0	-1
CCCCOc1ccccc1/C=C1\SC(=S)N(CC(=O)O)C1=O	-0.4	-6	-0.3	4
O=C(CCCn1c(SCc2ccc(F)cc2Cl)nc2ccsc2c1=O)NCc1ccc2c(c1)OCO2	-0.3	-15	0.1	1
CC(=O)NC(CC(C)C)c1nnc2n1CCN(C(=O)CSc1ccncc1)CC2 (centres undefined)	0.9	1	0.0	-1
O=C(NC1CCCCC1)C(c1ccc(F)cc1)N(C(=O)C(F)(F)F)C1CC1 (centres undefined)	0.8	10	-0.1	4
COc1cc(Nc2nc(SCC(=O)NC3CCCCC3)nc3ccccc23)cc(OC)c1	-0.8	23	0.0	-2
COC(=O)C(F)(Sc1c[nH]c2ccccc12)C(F)(F)F (centres undefined)	0.1	6	-0.1	6
COCC(=O)Nc1ccc(OC)c(N2CCCC2=O)c1	-0.3	-8	0.0	2
NS(=O)(=O)c1ccc(CNC(=S)c2ccc3c(c2)OCO3)cc1	-0.8	11	0.0	5
Cc1c(C(=O)N2CCN(Cc3ccccc3)CC2)sc2ncn(CC(=O)N3CC(C)CC(C)C3)c(=O)c12 (centres undefined)	-1.9	-19	0.0	7
COC(=O)c1ccccc1NC(=O)CSc1nnnn1-c1cccc(C(=O)O)c1	-2.1	16	0.1	2
O=C(c1cccc(F)c1)N1CCN(S(=O)(=O)c2ccc(F)cc2)CC1	-0.7	-16	-0.1	-15
CCc1ccc(NC(=O)Cn2ccsc2=N)cc1	-0.1	5	0.2	-11
CCCCOc1ccc(-c2nnn(CC(=O)Nc3ncc(CC(=O)OCC)s3)n2)cc1	-0.7	3	0.0	2
CC1=NN(c2ccccc2)C(=O)C1/C=C1\SC(=S)NC1=O (centres undefined)	0.5	15	-0.1	2
O=C(c1ccncc1)N1CCN(S(=O)(=O)c2ccccc2[N+](=O)[O-])CC1	-0.9	18	0.0	11
CCC(C)NC(=O)COC(=O)c1cccn1C (centres undefined)	-1.2	7	0.1	2
COc1cc(/C=N/NC(=O)c2cc(-c3ccco3)[nH]n2)ccc1O	-0.7	17	0.0	6
Cc1ccc(S(=O)(=O)N2Cc3ccccc3CC2C(=O)Nc2ccc(C)cc2C)cc1 (centres undefined)	1.2	-2	0.0	-4
CCOC(=O)C1=C(C)N=c2s/c(=C\c3c(C)[nH]c4ccccc34)c(=O)n2C1c1ccc(OC)cc1 (centres undefined)	-0.5	-3	0.1	-16
CC(C(=O)Nc1ccccc1-c1ccccc1)N(c1ccccc1)S(C)(=O)=O (centres undefined)	0.8	-2	0.1	2
O=C(CSc1nnc(-c2ccc(Cl)cc2)n1-c1ccccc1)NCc1ccco1	0.1	1	-0.2	-6
CC1(NC(=S)N2CCCCCC2)CCS(=O)(=O)C1 (centres undefined)	0.6	3	0.0	6
COc1cc2nc(Nc3ccc(-n4ccnc4)cc3)nc(Nc3cc(OC)c(OC)c(OC)c3)c2cc1OC	0.0	25	0.1	19
COc1ccc(-c2ocnc2C(=O)NCc2cccnc2)cc1OC	-0.5	21	0.1	-16
Cc1cccc(-c2nsc(SCC(=O)N3CCCCCC3)n2)c1	0.5	4	-0.1	2
COc1ccccc1NC(=O)COc1ccc(Cl)cc1CO	3.5	2	-0.1	-1
O=C1C2C3C=CC(C3)C2C(=O)N1c1ccc(Cl)c(Cl)c1 (centres undefined)	0.1	-12	-0.1	-1
CN(Cc1cnccn1)C(=O)CC1C(=O)NCCN1Cc1ccc(-c2ccccc2)cc1 (centres undefined)	-0.7	13	0.3	13
Next part:
SMILES	GPR151 activ	MITF inh	FBW7 activator	TEAD-YAP inh
CC1CCCN(c2cc(NCCO)c3c4c(onc24)-c2ccccc2C3=O)C1 (centres undefined)	-1.5	26	-0.5	34*
O=C(Nc1nc(-c2ccc([N+](=O)[O-])cc2)cs1)c1ccc(Br)o1	-1.5	5	0.0	-4
Cc1ccccc1C(=O)Nc1ccccc1C(=O)Nc1ccccc1	-0.1	-2	0.3	22
CCOc1ccccc1NC(=O)NC(=O)C(F)(F)F	-0.3	-4	0.1	-10
Cc1ccccc1C(=O)Nc1sc2c(c1C(=O)NC(C)c1ccccc1)CCCCC2 (centres undefined)	-0.8	-8	0.1	5
COc1ccc(Cn2c(=O)c3oc4ccccc4c3n(CC(=O)Nc3c(C)cc(C)cc3C)c2=O)cc1	1.5	-5	0.1	7
CC(C)(C)NC(=O)c1cccc(NC(=O)CSc2ccc(Cl)cc2)c1	0.4	8	-0.1	-4
O=C(CSc1nc2c(oc3ccccc32)c(=O)[nH]1)Nc1ccccc1	-1.5	-7	-0.1	-3
CCCCCCCC(=O)Nc1ccc(C(=O)NC(C)(C)C)cc1	-0.7	-3	-0.1	1
COC(=O)c1c(OC2Cc3ccccc3C2)cc(=O)n2c1CCN(C1CCOCC1)CC2	3.9	5	0.2	-9
O=C1NC(c2ccc(Cl)cc2)Nc2c1sc(=S)n2-c1ccccc1 (centres undefined)	-0.7	7	0.0	5
COc1cccc(-c2nc3ccccc3c(=O)n2NC(=O)c2ccc(OC)cc2OC)c1	0.6	-19	-0.2	5
COc1ccccc1C1CC(c2ccccc2Cl)Nc2ncnn21 (centres undefined)	-0.6	1	0.1	1
CC1=C(C(=O)Nc2ccccc2)C(c2ccncc2)n2nnnc2N1 (centres undefined)	1.4	2	0.0	9
O=C(N/N=C/c1ccc(Br)o1)c1cc(Cl)ccc1O	-3.6	20	0.6	-29
CCc1cccc(CC)c1NC(=O)c1cc(S(=O)(=O)N2CC3CC(C2)c2cccc(=O)n2C3)ccc1F (centres undefined)	-0.5	-6	0.1	-3
CCOc1ccc(-n2c(N)c(C(=O)OC)c3nc4ccccc4nc32)cc1	-0.6	14	0.1	-2
N#Cc1ccc(C(=O)CSc2ccccc2C(=O)O)cc1	1.9	6	0.0	-3
COCCn1c(Cc2cccn2C)nnc1SCC(=O)Nc1ccc(NC(C)=O)cc1	-1.1	8	0.5	-3
O=C(Nc1nc(-c2nc3ccccc3s2)cs1)c1cccc(Oc2ccccc2)c1	0.9	10	1.1	-7

Reformatted with values under each structure: part of the list above.
Second line of a record: GPR151 activ | MITF inh | FBW7 activator | TEAD-YAP inh
- O=C(CSc1nc2c(oc3ccccc32)c(=O)[nH]1)Nc1ccccc1
→ -1.5 | -7 | -0.1 | -3
- CCCCCCCC(=O)Nc1ccc(C(=O)NC(C)(C)C)cc1
→ -0.7 | -3 | -0.1 | 1
- COC(=O)c1c(OC2Cc3ccccc3C2)cc(=O)n2c1CCN(C1CCOCC1)CC2
→ 3.9 | 5 | 0.2 | -9
- O=C1NC(c2ccc(Cl)cc2)Nc2c1sc(=S)n2-c1ccccc1 (centres undefined)
→ -0.7 | 7 | 0.0 | 5
- COc1cccc(-c2nc3ccccc3c(=O)n2NC(=O)c2ccc(OC)cc2OC)c1
→ 0.6 | -19 | -0.2 | 5
- COc1ccccc1C1CC(c2ccccc2Cl)Nc2ncnn21 (centres undefined)
→ -0.6 | 1 | 0.1 | 1
- CC1=C(C(=O)Nc2ccccc2)C(c2ccncc2)n2nnnc2N1 (centres undefined)
→ 1.4 | 2 | 0.0 | 9
- O=C(N/N=C/c1ccc(Br)o1)c1cc(Cl)ccc1O
→ -3.6 | 20 | 0.6 | -29
- CCc1cccc(CC)c1NC(=O)c1cc(S(=O)(=O)N2CC3CC(C2)c2cccc(=O)n2C3)ccc1F (centres undefined)
→ -0.5 | -6 | 0.1 | -3
- CCOc1ccc(-n2c(N)c(C(=O)OC)c3nc4ccccc4nc32)cc1
→ -0.6 | 14 | 0.1 | -2
- N#Cc1ccc(C(=O)CSc2ccccc2C(=O)O)cc1
→ 1.9 | 6 | 0.0 | -3
- COCCn1c(Cc2cccn2C)nnc1SCC(=O)Nc1ccc(NC(C)=O)cc1
→ -1.1 | 8 | 0.5 | -3
- O=C(Nc1nc(-c2nc3ccccc3s2)cs1)c1cccc(Oc2ccccc2)c1
→ 0.9 | 10 | 1.1 | -7

(listing goes on)
SMILES	GPR151 activ	MITF inh	FBW7 activator	TEAD-YAP inh
CCc1nnc(-n2nc(C)cc2C)n1N	0.4	-22	0.1	-11
Cc1ccc(NC(=O)C2c3ccccc3Oc3ccccc32)cc1C	0.3	13	0.0	4
N[C@@H](C(=O)N1CCC(Nc2ccc3[nH]ncc3c2)C1)c1ccccc1 (some centres undefined)	-1.4	3	-0.9	-4
CCOc1ccccc1CN1CCN(Cc2cnc(SC)nc2)CC1CCO (centres undefined)	-0.6	6	0.0	14
CCOC(=O)c1ccc(NC(=O)C(C)N(c2ccc(Cl)cc2)S(C)(=O)=O)cc1 (centres undefined)	1.1	9	0.6	-13
Cc1cc(C)n2cc(CSc3ncn[nH]3)nc2n1	-0.5	6	0.5	0
Cc1ccc(C)c(NC(=S)NCCc2ccc(S(N)(=O)=O)cc2)c1	-0.4	6	-0.1	-2
Cc1ccccc1C(=O)NNC(=O)Cc1ccc(Cl)cc1	0.4	-5	0.1	17
CC(=O)Oc1ccccc1-c1nc2s/c(=C\c3ccc(F)cc3)c(=O)n2n1	2.2	3	0.0	-3
C/C(N)=C(/C#N)C(=O)COC(=O)[C@H](Cc1ccccc1)N1C(=O)c2ccccc2C1=O	2.1	1	0.1	6
COc1cncc(-c2cnc3c(N4CCOCC4)nccn23)c1	-0.1	6	-0.8	-19
CCN(CC)c1ncnc2sc(C(=O)Nc3ccccc3C(=O)OC)c(C)c12	0.1	-5	-0.1	-3
CCc1ccc(NC(=O)CSc2nc3ccccc3c(=O)n2CCCC(=O)NCc2ccco2)cc1	3.5	1	0.0	12
CCOc1ccc(NC(=O)CSc2ccc3nnc(-c4ccccc4)n3n2)cc1	0.3	7	0.8	0
O=C(Nc1cc(-c2ccccc2OCc2ccccc2)ccn1)C1CCOC1 (centres undefined)	0.3	11	-0.1	89*
O=C1c2nccnc2C(=O)N1c1cccc2ccccc12	0.8	7	-0.2	4
CC(=O)c1ccc(N2CCN(c3c(-c4ccc(C)cc4)c(=O)c3=O)CC2)cc1	-1.6	-2	-0.1	1
CCc1nnc(NC(=O)CSc2nnc(-c3ccoc3C)n2C)s1	-2.3	6	0.2	-27
Cc1[nH]c2ccccc2c1C(=O)C(=O)NCCCN1CCCC1=O	-0.3	11	0.0	0
CC1CN(Cc2ccccn2)Cc2ccccc2O1 (centres undefined)	-1.1	17	0.0	-5
C(=C\c1nc2ccccc2o1)/c1ccc(-c2ccccc2)cc1	0.9	9	0.4	-11
CCOC(=O)CNC(=O)Cc1ccc(F)cc1	2.3	-14	0.1	10
CCC(=O)NC(=S)NNC(=O)c1ccc(Br)cc1	-0.3	-10	-0.2	-3
O=S(=O)(CCOc1ccccc1)NCc1ccccc1	-0.3	1	0.4	-1
O=C1Nc2cc(S(=O)(=O)N3CCCC3)ccc2N2CCCC12 (centres undefined)	0.1	7	0.1	2
Cc1cc(N2CCN(c3nc4ccccc4s3)CC2)n2ncnc2n1	1.3	-20	0.0	51*
COc1ccccc1N1CCN(C(=O)CNC(=O)Cn2c(C)cc3ccccc3c2=O)CC1	-0.6	4	0.1	8
CC(C)NC(=O)c1ccc2c(Cl)c3c(nc2c1)CCC3	-0.4	8	0.5	-46
Cc1ccc(C(=O)CC(Nc2ccc3ccccc3c2)c2cccnc2)cc1 (centres undefined)	4.5	5	-0.1	-4
O=C(O)Cc1cc(=O)n(C2CCS(=O)(=O)C2)[nH]1 (centres undefined)	1.7	2	-0.3	2
Cc1cccc(-n2nc3c(c2NC(=O)Cc2cccs2)CSC3)c1C	-2.0	12	0.7	2

Screens: PubChem, The Scripps Research Institute Molecular Screening Center
